# Screening results: PubChem BioAssay, Broad Institute
# U2OS ROS induce = raises reactive oxygen species in U2OS cancer cells. U2OS ROS induction, H2DCF-DA fluorescence. ROS induction (% of piperlongumine), % at 10 µM. 46,000 tested, 2% active. AID 624156; in the data active = ROS induction above about 79%, passing the limit was not always enough;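 also: 0% = DMSO vehicle median and 100% = reference compound median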
# * hit, by the source's call. These rows are one share of the data; the hit share may differ from the screen's.
# The first 2 entries as a preview:
SMILES,U2OS ROS induce
C[C@@H]1CN([C@@H](C)CO)C(=O)c2cc(NC(=O)Nc3ccccc3)ccc2O[C@H]1CN(C)S(=O)(=O)c1cn(C)cn1,7
Cc1noc(C)c1NC(=O)Nc1cccc2c1O[C@H](CN(C)Cc1ccc(C(=O)Nc3ccccc3N)cc1)[C@@H](C)CN([C@@H](C)CO)C2=O,22

# Main list (from the top)
SMILES,U2OS ROS induce
C[C@@H]1CN([C@@H](C)CO)C(=O)c2cc(NC(=O)Nc3ccccc3)ccc2O[C@H]1CN(C)S(=O)(=O)c1cn(C)cn1,7
Cc1noc(C)c1NC(=O)Nc1cccc2c1O[C@H](CN(C)Cc1ccc(C(=O)Nc3ccccc3N)cc1)[C@@H](C)CN([C@@H](C)CO)C2=O,22
C[C@@H]1CN([C@H](C)CO)C(=O)c2cc(NS(C)(=O)=O)ccc2O[C@H]1CN(C)Cc1ccc(C(=O)Nc2ccccc2N)cc1,-1
Cc1ccc(S(=O)(=O)Nc2ccc3c(c2)CC(=O)N([C@H](C)CO)C[C@H](C)[C@H](CN(C)S(=O)(=O)c2ccccc2)O3)cc1,10
O=C(Nc1cccc([N+](=O)[O-])c1)Nc1nn(Cc2c(F)cccc2Cl)cc1Br,-16
C[C@@H]1CN([C@H](C)CO)C(=O)c2cc(NC(=O)Nc3ccc(C(F)(F)F)cc3)ccc2O[C@@H]1CN(C)Cc1ccccc1,-17
C[C@H](CO)N1C[C@H](C)[C@H](CN(C)C(=O)NC2CCCCC2)Oc2ccc(NS(=O)(=O)c3ccc(F)cc3)cc2C1=O,-10
NC(=O)[C@@H]1[C@H]2C(=O)O[C@H](c3ccccc3)[C@H](c3ccccc3)N2[C@H](c2ccc(O)cc2)[C@@]12C(=O)Nc1ccc(C#CC3=CCCCC3)cc12,-6
C[C@H](CO)N1C[C@H](C)[C@H](CN(C)CC2CCCCC2)Oc2ccc(NS(=O)(=O)c3ccccc3)cc2C1=O,-3
CCOc1cccc(/C=N/NC(=O)c2ccccc2O)c1OCC,-12
NC(=O)COc1ccc(NC(=O)c2cncc(Br)c2)cc1,-12
CNC[C@H]1Oc2c(NC(=O)c3cc(C)nn3C)cccc2C(=O)N([C@@H](C)CO)C[C@@H]1C,-7
O=C(CSc1nnc2ccc3ccccc3n12)Nc1ccc2c(c1)OCCO2,-9
COc1ccc(C#Cc2ccc3c(c2)[C@]2(C(=O)N3)[C@H](c3ccc(OCCO)cc3)N3[C@H](c4ccccc4)[C@H](c4ccccc4)OC(=O)[C@H]3[C@@H]2C(=O)N2CCc3cc(OC)c(OC)cc3C2)cc1,59
C[C@@H]1CCCCO[C@@H](CN(C)S(=O)(=O)c2ccccc2)[C@@H](C)CN([C@H](C)CO)C(=O)c2cc(NC(=O)Nc3cccc4ccccc34)ccc2O1,51
CCn1c(SCC(=O)Nc2ccc(OC)c(Cl)c2)nnc1-c1ccccc1O,1
COc1ccc(Sc2cccs2)cc1,7
CC(C(=O)Nc1ccccc1Cl)N(c1ccccc1)S(C)(=O)=O (stereo unspecified),-1
C[C@@H]1CN([C@@H](C)CO)C(=O)c2cc(NC(=O)C3CC3)ccc2O[C@H]1CN(C)S(=O)(=O)c1ccccc1,-1
CC1=C(C(=O)Nc2ccccc2)C2(CCCCC2)C(C#N)=C(SCC(=O)Nc2nccs2)N1,16
O=C(O)CCCCCC(=O)N/N=C/c1ccccn1,-7
C[C@@H]1CN([C@H](C)CO)C(=O)Cc2cc(NS(=O)(=O)c3cn(C)cn3)ccc2O[C@H]1CN(C)Cc1ccccc1,1
Cc1cc(C)c2oc(-c3cccc(NC(=O)COc4ccc(Cl)cc4)c3C)nc2c1,-4
C[C@@H]1CN([C@H](C)CO)C(=O)c2cccc(NS(C)(=O)=O)c2O[C@@H]1CN(C)C(=O)Nc1cccc2ccccc12,38
COc1ccc(S(=O)(=O)Nc2ccc3c(c2)C(=O)N([C@@H](C)CO)C[C@@H](C)[C@H](CN(C)Cc2ccccc2)O3)cc1,6

# More structures follow:
SMILES,U2OS ROS induce
COc1ccc(S(=O)(=O)N(C)C[C@@H]2Oc3ccc(NC(=O)Nc4ccccc4)cc3CC(=O)N([C@H](C)CO)C[C@@H]2C)cc1,6
Cc1noc(C)c1NC(=O)N(C)C[C@H]1Oc2c(NS(=O)(=O)c3cccs3)cccc2C(=O)N([C@H](C)CO)C[C@H]1C,-2
CC(=O)c1ccc(NC(=O)CN(C)S(=O)(=O)c2ccc(Cl)cc2)cc1,-9
CSc1ccc(CCNC(=O)c2ccc3snnc3c2)cc1,-12
NC(=O)C1CCN(C(=O)CSc2nc3ccccc3s2)CC1,-4
CC(C)(C)c1ccc(-c2[nH]nc(NC(=O)c3ccccc3Cl)c2Br)cc1,17
C[C@H]1CN([C@@H](C)CO)C(=O)c2cc(NS(=O)(=O)c3ccccc3)ccc2O[C@@H]1CN(C)C(=O)NC1CCCCC1,-2
O=C(CCCCC(=O)N/N=C/c1ccc(Oc2ccccc2)cc1)NO,-1
Cn1c(SCC(=O)Nc2ccc(F)cc2)nnc1-c1cccnc1,-1
Cn1nc(C(C)(C)C)cc1C(=O)NCc1ccc(-c2cccs2)cc1,-2
COc1c(O)cc(-c2oc3cc(O)cc(O)c3c(=O)c2O[C@@H]2O[C@@H](C)[C@H](OC(C)=O)[C@@H](O)[C@H]2O)cc1O,5
C[C@@H]1CN([C@H](C)CO)C(=O)Cc2cc(NC(=O)Cc3ccccc3)ccc2O[C@H]1CN(C)CC1CCCCC1,79*
C[C@@H]1CN([C@H](C)CO)C(=O)Cc2cc(NS(C)(=O)=O)ccc2O[C@@H]1CN(C)Cc1ccc(Oc2ccccc2)cc1,27
O=c1cc(-c2ccccc2)nc(SCCOc2ccccc2F)[nH]1,-3
C[C@H](CO)N1C[C@H](C)[C@H](CN(C)S(=O)(=O)c2ccc(C#N)cc2)Oc2ncc(/C=C/c3ccccc3)cc2C1=O,22
C[C@H](CO)N1C[C@H](C)[C@H](CN(C)S(=O)(=O)c2ccccc2)Oc2ccc(NC(=O)Nc3ccc(F)cc3)cc2CC1=O,1
Cc1ccc(C(C)C)c(OCCNC(=O)Nc2ccc(Br)cc2)c1,-21
COc1ccc(NC(=O)N(C)C[C@H]2Oc3c(NS(=O)(=O)c4ccc(OC)cc4)cccc3C(=O)N([C@@H](C)CO)C[C@H]2C)cc1,-4
COc1cc(NC(=O)C2C3C=CC(C3)C2C(=O)O)ccc1NC(=O)c1ccccc1 (stereo unspecified),-17
CCOC(=O)N1CCC(NC(=O)c2ccc3c(c2)sc2nc(-c4ccc(OC)cc4)cn23)CC1,5
O=C(O)C1C2C=CC(C2)C1C(=O)Nc1ccc(C(=O)N2CCCCC2)c(Cl)c1 (stereo unspecified),5
O=C(c1ncoc1-c1ccccc1)N(Cc1ccccn1)Cc1ccccn1,-5
O=C(O)C1=C[C@H](c2ccc3c(c2)Cc2ccccc2-3)C[C@H](OCCCCO)O1,6
C[C@@H]1CN([C@H](C)CO)C(=O)Cc2cc(NC(=O)Cn3cnnn3)ccc2O[C@@H]1CN(C)Cc1ccncc1,3
CC(=O)CSc1ncnc2scc(-c3ccc(F)cc3)c12,-11

# Remaining list, next part
SMILES,U2OS ROS induce
O=C(NO)c1cccc(C(=O)N/N=C/C(Br)=C/c2ccccc2)c1,-9
COc1ccc(CN(C)C[C@H]2Oc3ccc(NC(=O)CCC(F)(F)F)cc3C(=O)N([C@@H](C)CO)C[C@H]2C)cc1,30
C[C@@H]1CN([C@@H](C)CO)C(=O)c2cccc(NC(=O)c3cnccn3)c2O[C@@H]1CN(C)CC1CC1,-8
CS(=O)(=O)N(CC(=O)Nc1ccccc1C(=O)O)c1cccc(Cl)c1,3
O=C(Nc1sc2c(c1C(=O)NCc1ccco1)CCCC2)c1ccc(Br)cc1,18
CCCNC(=O)C(C)n1c2ccccc2c2cnn(C)c(=O)c21 (stereo unspecified),19
Cc1noc(C)c1S(=O)(=O)Nc1ccc2c(c1)C(=O)N([C@@H](C)CO)C[C@@H](C)[C@@H](CN(C)Cc1ccc(C(=O)O)cc1)O2,-7
Cc1noc(C)c1NC(=O)N(C)C[C@@H]1Oc2ccc(NC(=O)C3CCCCC3)cc2CC(=O)N([C@@H](C)CO)C[C@@H]1C,-7
O=C1CSc2ccc(C(=O)NC3CCCCCC3)cc2N1,-3
O=c1c2c(-c3cccs3)csc2[nH]c(=S)n1-c1ccccc1,-8
CCOC(=O)c1sc(/S(C)=N/C(=O)Nc2ccccc2Cl)c2c1CCC=C2 (stereo unspecified),-4
COc1ccc(N(CC(=O)Nc2ccc(I)cc2)S(C)(=O)=O)cc1Cl,0
COc1ccc(NC(=O)Nc2ccc3c(c2)C(=O)N([C@H](C)CO)C[C@@H](C)[C@H](CN(C)C(=O)Nc2ccc(C(F)(F)F)cc2)O3)cc1,-2
C[C@@H]1CN([C@@H](C)CO)C(=O)c2cc(NS(=O)(=O)c3ccccc3)ccc2O[C@H]1CN(C)C(=O)Nc1ccc2c(c1)OCO2,2
C[C@H](CO)N1C[C@H](C)[C@H](CN(C)C(=O)NC2CCCCC2)Oc2ccc(NC(=O)C3CCCCC3)cc2C1=O,2
COC(=O)C1(Cc2ccc(O)cc2)OC(=O)C(=O)C1c1ccc(O)cc1 (stereo unspecified),-2
CC(=O)O[C@@]1(C)C[C@@H](O)[C@@H]2C=CO[C@@H](O[C@@H]3O[C@H](CO)[C@@H](O)[C@H](O)[C@H]3O)[C@@H]21,-13
COC(=O)c1ccc(-n2c(CCC(=O)O)ccc2-c2ccc(Cl)cc2)cc1,4
CNC[C@H]1Oc2c(NC(=O)Nc3ccc(C(F)(F)F)cc3)cccc2C(=O)N([C@@H](C)CO)C[C@H]1C,2
C[C@@H]1CN([C@@H](C)CO)C(=O)c2cc(NC(=O)c3ccncc3)ccc2O[C@@H]1CN(C)Cc1ccc(Oc2ccccc2)cc1,8
C[C@H](CO)N1C[C@H](C)[C@@H](CN(C)C(=O)Nc2cccc3ccccc23)Oc2ccc(NC(=O)Nc3cccc4ccccc34)cc2C1=O,17
O=C(Nc1ccccc1C(=O)N1CCOCC1)C1CCCO1 (stereo unspecified),-7
C[C@H]1CN([C@@H](C)CO)C(=O)Cc2cc(NC(=O)c3ccncc3)ccc2O[C@H]1CN(C)Cc1ccncc1,0
C=C[C@@](C)(O)CCC1C(=C)CCC2[C@@](C)(CO)CCC[C@]12C (stereo partly specified),-5
COc1ccccc1CN(C)C[C@H]1OCc2cnnn2CCCC(=O)N([C@@H](C)CO)C[C@H]1C,-1

# Rewritten tab-delimited: part of the list above
Compound	U2OS ROS induce
O=C1CSc2ccc(C(=O)NC3CCCCCC3)cc2N1	-3
COc1ccc(CN(C)C[C@H]2Oc3ccc(NC(=O)CCC(F)(F)F)cc3C(=O)N([C@@H](C)CO)C[C@H]2C)cc1	30

# Carrying on:
SMILES,U2OS ROS induce
Cc1ccc(S(=O)(=O)N2CCc3ccccc3C2)cc1,6
C[C@H](CO)N1C[C@H](C)[C@@H](CN(C)C(=O)Nc2ccc(F)cc2)Oc2c(NS(C)(=O)=O)cccc2C1=O,-4
CC1(C)CC(=O)C2=C(C1)N(Cc1ccc(F)cc1)C(=O)C2(NC(=O)c1cccnc1)C(F)(F)F (stereo unspecified),-11
CCCN(CCC)C(=O)c1cc(OC)cc(OC)c1,-20
Cn1c(SCC(=O)Nc2cccc(F)c2)nnc1-c1ccc(Cl)cc1,-16
CC(C)NC(=O)Nc1ccc2c(c1)C(=O)N([C@@H](C)CO)C[C@@H](C)[C@@H](CN(C)Cc1ccccc1)O2,-13
OC(c1ccccc1)c1nnc(SCc2ccc(Br)cc2)n1-c1ccccc1 (stereo unspecified),10
O=C(CNC(=S)N(Cc1ccccc1)Cc1cccs1)NC1CCCCC1,-5
COc1ccc(S(=O)(=O)N(C)C[C@H]2Oc3c(NS(=O)(=O)c4ccc(Cl)cc4)cccc3C(=O)N([C@H](C)CO)C[C@@H]2C)cc1,-5
CS(=O)(=O)N(CC(=O)Nc1ccc(F)c(F)c1)c1ccccc1Br,19
COc1ccc(S(=O)(=O)N(C)C[C@@H]2Oc3c(NS(=O)(=O)c4c(C)noc4C)cccc3C(=O)N([C@@H](C)CO)C[C@@H]2C)cc1,-4
C[C@@H]1CN([C@H](C)CO)C(=O)Cc2cc(NC(=O)C3CCCCC3)ccc2O[C@@H]1CN(C)S(C)(=O)=O,1
O=C(NC1CCCC1)c1ccccc1,-3
O=C(O)c1ccccc1-c1ccccc1C(=O)NCCCO,-14
OC[C@H]1O[C@@H](Oc2ccc3c(c2)OC[C@H]2c4cc5c(cc4O[C@@H]32)OCO5)[C@H](O)[C@@H](O)[C@@H]1O,-3
COc1cccc2sc(=NC(=O)Cc3cccc4ccccc34)n(C)c12,2
O=C1O[C@@H](c2ccccc2)[C@@H](c2ccccc2)N2[C@@H](c3ccc(OCCO)cc3)[C@]3(C(=O)Nc4ccc(C#CCCO)cc43)[C@@H](C(=O)N3CCCCCCC3)[C@H]12,17
COc1ccc(NC(=O)N(C)C[C@H]2Oc3c(NS(=O)(=O)c4ccc(Cl)cc4)cccc3C(=O)N([C@H](C)CO)C[C@H]2C)cc1,11
C[C@@H]1CN([C@H](C)CO)C(=O)Cc2cc(NC(=O)Nc3ccc4c(c3)OCO4)ccc2O[C@@H]1CN(C)Cc1ccncc1,10
CCn1c(SCC(=O)Nc2ccccc2Br)nnc1-c1ccccc1,-5
O=C(O)C1CC(O)CN1S(=O)(=O)c1ccc(Cl)cc1 (stereo unspecified),-11

# Retrieved one by one from above (three):
SMILES,U2OS ROS induce
O=C1O[C@@H](c2ccccc2)[C@@H](c2ccccc2)N2[C@@H](c3ccc(OCCO)cc3)[C@]3(C(=O)Nc4ccc(C#CCCO)cc43)[C@@H](C(=O)N3CCCCCCC3)[C@H]12,17
O=C(O)c1ccccc1-c1ccccc1C(=O)NCCCO,-14
COc1ccc(S(=O)(=O)N(C)C[C@@H]2Oc3c(NS(=O)(=O)c4c(C)noc4C)cccc3C(=O)N([C@@H](C)CO)C[C@@H]2C)cc1,-4
